Screening results deposited in PubChem by several laboratories.
COUP-TFII inh = NR2F2 transcriptional activity inhibitors, primary screen, cell-based, luciferase reporter, HEK293T, luminescence; inhibition, % at 8.6 µM; HEK293T NGFI-A luciferase reporter; COUP transcription factor 2 (Homo sapiens), P24468; 0.7% of 370,000 active;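 active = inhibition above a per-plate cutoff, mean inhibition of test wells between control levels plus 3 SD, cut at about 38% in these data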;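 also: cells cotransfected with COUP-TFII expression vector driving the NGFI-A reporter; 0% = median of COUP-TF2 test wells and 100% = reporter-only cells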
EBV LMP1 NFkB = EBV LMP1-driven NF-kappaB luciferase reporter inhibitors, primary screen, cell-based, luminescence, single point; LMP1-induced NF-kappaB luciferase reporter cells; inhibition, % at 12.5 µM; 0.69% of 350,000 active; AID 504558, 2011; in the data active = inhibition above about 41%;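 also: 0% = neutral control wells and 100% = reference inhibitor control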
SRC3 inh = SRC3 coactivator transcriptional activity inhibitors, primary screen, cell-based, luminescence; HEK293 GAL4-SRC3 luciferase reporter; inhibition, % at 3.6 µM; 0.17% of 360,000 active; AID 588352, 2011;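 active = inhibition above a per-campaign cutoff, the mean of all compounds plus 3 SD, cut at about 60% in these data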;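 also: 0% = DMSO-treated cells and 100% = gossypol-treated cells at 36 µM; higher means less SRC3-driven luciferase light from the GAL4 reporter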
MC4R antagonist = MC4R antagonists of cAMP signaling, primary screen, cell-based, TR-FRET, antagonist arm of biased-ligand search; Melanocortin receptor 4 (Homo sapiens), P32245; MC4R-expressing cells, MTII-stimulated cAMP, LANCE TR-FRET; inhibition, % at 6.5 µM; 0.48% of 360,000 active;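 active = inhibition above its plate's cutoff, the mean of tested wells on that plate plus 3 SD, cut at about 29% in these data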;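 also: 0% = Melanotan II alone and 100% = Melanotan II plus saturating MCL0020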
Target sequence (P32245 whole entry, looked up): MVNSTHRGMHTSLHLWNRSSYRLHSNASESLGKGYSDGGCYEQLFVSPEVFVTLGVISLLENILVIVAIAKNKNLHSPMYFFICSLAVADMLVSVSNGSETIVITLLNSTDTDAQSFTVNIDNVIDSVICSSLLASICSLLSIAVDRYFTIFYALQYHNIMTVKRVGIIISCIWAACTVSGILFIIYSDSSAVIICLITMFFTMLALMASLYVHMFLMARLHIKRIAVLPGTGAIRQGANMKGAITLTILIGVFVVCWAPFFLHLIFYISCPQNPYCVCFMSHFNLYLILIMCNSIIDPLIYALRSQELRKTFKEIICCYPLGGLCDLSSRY
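System: U2OS-MC4R stable cell line; Technique: Eu-cAMP/anti-cAMP TR-FRET, emission 671 nm; Repeats: single well per compound; Also added: Melanotan II; Dosing: one concentration, 6.5 µM nominal; Schedule: 30-min compound, 1-h challenge, 1-h detection, room temperature.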
ABHD5-PLIN5 inh = ABHD5-PLIN5 interaction inhibitors, primary screen, cell lysate, split luciferase complementation, luminescence; Perilipin-5 (Homo sapiens) + 1-acylglycerol-3-phosphate O-acyltransferase ABHD5 (Homo …; Split G. princeps luciferase complementation, 4 h; inhibition, % at 4 µM; 0.78% of 360,000 active;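 active = inhibition above the mean inhibition across every tested compound plus 3 SD, cut at about 22% in these data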;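 also: 0% = DMSO only wells and the 100% control is not disclosed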
TLR9-MyD88 inh = inhibitors of TLR9-MyD88 association in cells, primary screen, cell-based, CHO, BLA complementation, fluorescence | inhibition, % at 4.98 µM | AID 504734, 2011 | Toll-like receptor 9 (Homo sapiens) + Myeloid differentiation primary response protein … | CCF4 FRET ratio | 0.21% of 340,000 active;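 active = inhibition above the mean over all tested compounds plus 3 SD, cut at about 21% in these data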;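 also: 0% = DMSO only wells and 100% = clavulanate BLA inhibitor control wells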
NCOA1 inh = SRC1 coactivator transcriptional activity inhibitors, primary screen, cell-based, luminescence | Nuclear receptor coactivator 1 (Homo sapiens), Q15788 | HEK293 GAL4-SRC1 luciferase reporter | inhibition, % at 3.6 µM | 0.12% of 360,000 active | AID 588354, 2011;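 active = inhibition above the campaign mean plus 3 SD, with each screening campaign given its own cutoff, cut at about 60% in these data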;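 also: 0% = DMSO treated cells and 100% = gossypol at 36 µM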
SRC2 inh = inhibition of GAL4-SRC2 driven luciferase reporter, primary screen, SRC2 inhibitor project, cell-based, luminescence; Nuclear receptor coactivator 2 (Homo sapiens), Q15596; HEK293 GAL4-SRC2 luciferase reporter; inhibition, % at 9 µM; 0.17% of 370,000 active; AID 651957, 2012;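 active = inhibition above the mean inhibition of all tested compounds plus 3 SD, set per campaign, cut at about 52% in these data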;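 also: 0% = DMSO treated cells and 100% = cells given Gossypol at 36 µM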
LRH-1 inv ag = LRH-1 (NR5A2) inverse agonists, primary screen, cell-based, luminescence, HEK293T, StAR-luciferase reporter. Nuclear receptor subfamily 5 group A member 2 (Homo sapiens), O00482. LRH-1 transfected, 24 h. inhibition, % at 3.6 µM. 0.13% of 360,000 active. AID 602396, 2012;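 active = inhibition above the mean inhibition of all tested compounds plus 3 SD, cut at about 73% in these data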;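 also: 0% = DMSO wells and 100% = reporter-only cells lacking LRH-1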
MC4R barr agon = MC4R agonists recruiting beta-arrestin, primary screen, cell-based, luminescence, agonist arm of biased-ligand search; activation, % at 8.9 µM; Melanocortin receptor 4 (Homo sapiens), P32245; AID 540308, 2011; 0.98% of 360,000 active; U2OS MC4R beta-arrestin complementation; percent of melanotan II response, DMSO zero;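 active = activation above a per-plate cutoff, the mean activation of sample wells on that plate plus 3 SD, cut at about 8% in these data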
NOD2-RIPK2 inh = NOD2-RIPK2 binding disruptors in cells, primary screen, fluorescence, CHO cells, BLA complementation. Receptor-interacting serine/threonine-protein kinase 2 (Homo sapiens), O43353. CCF4 ratio. inhibition, % at 4.98 µM. 0.38% of 360,000 active. AID 624267, 2012; in the data active = inhibition above about 21%;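 also: 0% = vehicle only and 100% = reference blocker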
Target sequence (O43353 whole entry, looked up): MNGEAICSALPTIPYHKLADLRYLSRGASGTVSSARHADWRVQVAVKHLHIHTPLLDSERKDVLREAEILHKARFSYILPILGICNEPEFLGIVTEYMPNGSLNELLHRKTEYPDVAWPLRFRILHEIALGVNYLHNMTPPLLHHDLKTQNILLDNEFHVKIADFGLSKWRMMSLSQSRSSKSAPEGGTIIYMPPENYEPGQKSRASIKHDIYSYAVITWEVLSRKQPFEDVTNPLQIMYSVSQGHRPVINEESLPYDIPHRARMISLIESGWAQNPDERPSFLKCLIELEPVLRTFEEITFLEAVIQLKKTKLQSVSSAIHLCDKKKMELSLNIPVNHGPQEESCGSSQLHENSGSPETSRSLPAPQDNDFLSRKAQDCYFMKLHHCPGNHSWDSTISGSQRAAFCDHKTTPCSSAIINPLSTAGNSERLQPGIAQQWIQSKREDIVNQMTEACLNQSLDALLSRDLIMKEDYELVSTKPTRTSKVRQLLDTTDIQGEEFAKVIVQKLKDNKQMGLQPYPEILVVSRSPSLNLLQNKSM
An asterisk follows results filed as active; x = no result given. Not all compounds are listed; the hit share may differ from the screen's.

SMILES	COUP-TFII inh	EBV LMP1 NFkB	SRC3 inh	MC4R antagonist	ABHD5-PLIN5 inh	TLR9-MyD88 inh	NCOA1 inh	SRC2 inh	LRH-1 inv ag	MC4R barr agon	NOD2-RIPK2 inh
O=C(NCc1ccco1)c1cccc(-c2nnc(-c3ccccc3)o2)c1	-17	-37	4	13	5	-2	-17	-54	-4	-1.0	-2
Cc1ccc(CNC(=O)c2nc3nc(C)cc(C)n3n2)cc1	10	-4	-7	5	-2	-1	10	0	-2	-1.3	-5
O=C1CC(=O)C(n2cncn2)C(c2ccc(Cl)cc2)C1 (configuration not stated)	-12	-5	16	-1	7	-7	12	19	5	1.5	-2
Cn1nc(C(=O)Nc2nc(-c3ccccn3)cs2)c2ccccc2c1=O	-19	24	-5	7	-4	-2	-6	10	0	-2.3	-2
O=C(COC(=O)C12CC3CC(CC(C3)C1)C2)Nc1ccc(OC(F)F)cc1	11	-5	19	6	-17	-12	-28	-8	-5	2.7	-5
CCOC(=O)CCc1c(C)nc(SCCCn2c(=O)[nH]c3ccccc32)c(C#N)c1C	-3	2	20	6	6	-2	4	9	3	2.5	2
CC1CCN(c2nc(-c3ccco3)c3c(c2C#N)CC(C)(C)OC3)CC1	12	-2	-10	26	23*	0	-1	-22	8	-3.0	2
Brc1ccc(C2=CSC3=NCCN23)cc1	-6	0	-2	3	-8	11	-5	-17	0	-3.2	-11
O=C(Nc1ccc2c(c1)OC1(CCCC1)O2)C1CC1	-9	-2	-24	-2	1	4	-11	-42	-31	-0.9	4
CC1=CC(C)(C)N(C(=O)c2ccccc2)c2ccccc21	-6	-3	-12	6	2	0	7	1	8	0.3	-5
COCCn1nnnc1C(c1cc2cc(C)cc(C)c2[nH]c1=O)N1CCN(c2ccccc2F)CC1 (configuration not stated)	-7	-31	15	1	1	-8	6	21	15	-1.3	-2
CC(OC(=O)c1ccncc1)C(=O)Nc1cc(S(=O)(=O)N2CCCCC2)ccc1Cl (configuration not stated)	-8	-3	9	-2	5	-6	15	-9	11	5.0	-12
O=C(c1cn(-c2ccccc2)nc1-c1ccncc1)n1nnc2ccccc21	-5	-2	-15	4	7	12	-3	24	5	-2.5	0
CCN(c1ccccc1)c1nc(C#N)nc(N(CC)c2ccccc2)n1	10	8	6	11	-1	-7	4	5	0	0.7	-2
Cc1cccnc1NC(=O)c1ccc(S(=O)(=O)N2CC(C)OC(C)C2)cc1 (configuration not stated)	8	0	14	-2	-4	-2	4	-10	-4	-1.5	-7
CCOC(=O)c1csc(NC(=O)CSc2nnnn2CC)n1	-13	-5	12	16	-2	3	5	-39	3	1.1	-3
O=C(O)c1ccc(N/N=C/c2ccc(-c3ccccc3)cc2)cc1	-41	-104	-53	2	15	1	-88	-81	-141	-0.5	1
O=C(Nc1c(C(=O)N2CCOCC2)cnn1-c1ccccc1)c1ccccc1F	2	-6	1	18	6	-4	0	18	-3	-1.9	-5
O=C(NCCCN1CCN(c2ccccc2F)CC1)Nc1ccccc1[N+](=O)[O-]	-16	-2	5	-1	3	-2	12	-14	-4	-0.4	-3
Cc1ccc(NC(=O)CN(C)C(=O)c2ccc(COc3ccccc3)cc2)cc1	-2	3	-5	0	-5	-10	-13	-9	14	-1.6	3
Cc1ccc(C)c(NC(=O)CN(C)C(=O)CC2OC(=O)c3ccccc32)c1 (configuration not stated)	12	-7	-4	4	-1	2	-4	0	5	0.0	-14
CC(C)(C)c1cc2nc(N)nc(N)n2n1	-10	1	16	-7	4	3	1	-27	19	0.2	-1
O=C(Nc1nc2ccc(SC(F)F)cc2s1)c1ccc(NS(=O)(=O)c2ccc(F)c(F)c2)cc1	-16	-18	-23	37*	-17	2	-43	-15	-61	35*	1
COC1=CC(=O)OC(c2cccc(C#N)c2)C1 (configuration not stated)	6	x	x	x	5	x	x	-2	-2	x	1
C[N+]1(CCOC(=O)C2(c3ccccc3)CCCC2)CCCCC1	-5	7	1	-3	-1	-2	-5	-17	12	-1.6	5
CCSc1nnc(Cn2c(=O)sc3ccccc32)n1-c1ccc(OC)cc1	10	-6	-1	-4	-5	-7	5	2	15	-1.7	6
COc1cc(OC)c(OC)cc1/C=N/Nc1ncnc2c1[nH]c1ccc(C)cc12	-1	5	0	15	2	3	-6	-32	-8	-0.9	2
CC(C)(C)NCCCCOc1ccc(F)cc1	6	5	32	0	2	-1	13	-23	3	-1.6	4
COc1ccc(/C=C2\N=C(SC)SC2=O)cc1OC	-1	-2	-2	17	0	4	-23	-5	11	-0.4	1
Cn1c(=O)c2c(nc(Sc3ncccn3)n2Cc2ccccc2Cl)n(C)c1=O	1	2	8	-5	-6	-9	4	4	-14	-1.9	1
COc1ccc(S(=O)(=O)N(C)C[C@H]2Oc3c(cccc3N(C)C)C(=O)N([C@H](C)CO)C[C@@H]2C)cc1	13	9	1	9	4	-3	-10	4	22	-0.9	-1
CCCNC(=O)C1(C)CCN(C(=O)c2cccc(Cl)c2)C1 (configuration not stated)	-7	x	-1	4	3	x	6	-16	4	-1.2	1
CN(C)c1oc(/C=C/c2cccs2)nc1S(=O)(=O)c1ccccc1	-2	-1	6	-3	10	-1	-12	-25	-1	-3.0	-14
COc1cc(/C=C2\SC(=S)N(C(C(=O)O)c3ccccc3)C2=O)ccc1O (configuration not stated)	13	7	5	0	-9	5	-2	-7	-22	-3.4	4
CC(OCCN1CCCC1)(c1ccc(F)cc1)c1ccc(F)cc1	-4	-8	8	10	1	-12	-26	-1	5	0.1	7
O=C(O)c1ccc(Nc2ncc([N+](=O)[O-])cc2[N+](=O)[O-])cc1	-5	2	5	-11	-1	x	5	5	16	-0.8	1
COc1cccc(NC(=O)Cn2cnc3c(oc4nc5c(cc43)CCCC5)c2=O)c1	18	-11	-5	3	7	-7	13	-1	-23	-2.2	-6
CC1CCN(C(=O)CN(C2CCCCC2)S(C)(=O)=O)CC1	-1	-2	4	14	-10	-1	-1	-16	12	-1.7	-5
COc1cc(C(=O)NCC(=O)NNC(=O)CN(C)S(=O)(=O)c2ccc(Cl)cc2)cc(OC)c1OC	-10	-6	-10	-4	2	0	-3	-10	-18	-0.8	0
COc1ccccc1CNC(=O)C1(C)CCN1C(=O)C1(c2ccccc2)CC1 (configuration not stated)	17	x	-3	3	-6	x	22	-30	7	1.2	-5
COc1ccc(F)cc1-c1nc(N)nc(N)n1	5	1	-5	1	-8	8	-21	-16	-26	-2.4	-4
O=C(COc1ccccc1[N+](=O)[O-])N/N=C/c1cccc(OC(=O)c2ccc3c(c2)OCO3)c1	-33	-28	-45	-8	-1	-4	-56	-25	-64	-3.1	4
CCOC(=O)Cn1c(S(=O)(=O)Cc2ccccc2)nc2ccccc21	3	-8	2	-3	6	-1	12	7	2	1.2	-36
COc1ccc(S(=O)(=O)N2CCN(CC(=O)N3c4ccccc4CC3C)CC2)cc1OC (configuration not stated)	-2	-3	11	7	-4	-4	14	26	-11	-2.9	-11
COc1ccc(C(C)NC(=O)C2CCCC2)cc1 (configuration not stated)	1	-3	-12	2	-2	3	-18	-10	12	-1.2	1
CCCc1cc(=O)[nH]c(SCC(=O)Nc2cc(S(=O)(=O)N(CC)c3ccccc3)ccc2Cl)n1	-6	5	9	1	-9	-1	-1	23	3	5.7	-9
O=C(CNC(=O)C12CC3CC(CC(C3)C1)C2)N/N=C\c1ccccn1	6	4	-3	9	-3	-3	-11	0	-13	-1.3	9
O=C(C(NS(=O)(=O)c1cccc2nsnc12)c1ccccc1)N1CCN(c2ccccn2)CC1 (configuration not stated)	5	-1	16	0	2	3	-16	7	-1	-0.4	-7
CS(=O)(=O)c1ccc2nc(NC(=O)C3CCCCC3)sc2c1	-12	4	-22	15	-4	-3	-12	-38	10	2.3	-8
O=C(CN1CCN(c2ccc(F)cc2)CC1)NCc1ccc(F)cc1	15	7	0	17	0	8	3	0	0	-1.0	-5
CC(C)c1ccc2[nH]c(O)c(N=NC(=S)NCCc3ccccc3)c2c1	6	17	2	-40	-14	-8	5	16	-11	2.8	-7
C/C(=N\Nc1ccccc1Cl)c1ccc(-n2ccnc2)cc1	-16	-12	-17	5	-2	3	-24	-21	-29	-1.1	8
O=C(CN1C(=O)C2C3CCC(C3)C2C1=O)OCC(=O)c1cccc([N+](=O)[O-])c1 (configuration not stated)	-5	-4	12	7	-1	2	-11	-12	9	-1.3	-3
O=C(CSC1=NCCS1)Nc1ccnc2ccccc12	41*	12	47	-14	-11	-9	26	31	17	0.3	-3
COc1ccc(CN2CCN(C(=O)c3ccc(S(=O)(=O)NCc4ccco4)cc3)CC2)cc1F	16	8	21	-1	5	8	0	4	20	0.3	-7
COc1cc(-c2nc(CCNC(=O)c3ccco3)cs2)cc(OC)c1OC	-4	-9	8	-1	-1	-9	-12	5	19	-1.4	-3
Cc1cc2nc(-c3cccc(NC(=O)c4ccc(Br)o4)c3C)oc2cc1C	8	-1	-6	19	-10	-12	-53	26	-22	7.8	-4
Nc1ncnc2c1ncn2C1CCCC1	20	-1	19	-3	-7	-1	7	-1	7	-0.8	3
COc1ccc(NS(=O)(=O)c2cccc(C(=O)NCC(c3ccco3)N(C)C)c2)cc1 (configuration not stated)	14	10	-10	18	7	-7	9	-16	-34	-1.1	4
OCCN1CCN(CC(O)COCC2COc3ccccc3O2)CC1 (configuration not stated)	-1	3	0	-1	-1	-3	4	-42	3	-2.1	-2

One compound at a time, from the list above. Order of values: COUP-TFII inh | EBV LMP1 NFkB | SRC3 inh | MC4R antagonist | ABHD5-PLIN5 inh | TLR9-MyD88 inh | NCOA1 inh | SRC2 inh | LRH-1 inv ag | MC4R barr agon | NOD2-RIPK2 inh
Listed for O=C(C(NS(=O)(=O)c1cccc2nsnc12)c1ccccc1)N1CCN(c2ccccn2)CC1 (configuration not stated) = 5 | -1 | 16 | 0 | 2 | 3 | -16 | 7 | -1 | -0.4 | -7
Listed for CCCc1cc(=O)[nH]c(SCC(=O)Nc2cc(S(=O)(=O)N(CC)c3ccccc3)ccc2Cl)n1 = -6 | 5 | 9 | 1 | -9 | -1 | -1 | 23 | 3 | 5.7 | -9
